Bioassay records deposited in PubChem by several laboratories.
RGS8-Gao reg: modulates binding of RGS8 to human Galphao | multiplexed bead flow cytometry; actives lie on both sides | response (percent of control binding), % at 10 µM | hit rate 0.34% among 220,000 | AID 1423; in the data active = response below about 60% or above about 140%; inactive = in between;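 note: Galphao activated as the GDP aluminium fluoride complex binding bead-coupled RGS8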
Target sequence (P09471 whole entry, looked up): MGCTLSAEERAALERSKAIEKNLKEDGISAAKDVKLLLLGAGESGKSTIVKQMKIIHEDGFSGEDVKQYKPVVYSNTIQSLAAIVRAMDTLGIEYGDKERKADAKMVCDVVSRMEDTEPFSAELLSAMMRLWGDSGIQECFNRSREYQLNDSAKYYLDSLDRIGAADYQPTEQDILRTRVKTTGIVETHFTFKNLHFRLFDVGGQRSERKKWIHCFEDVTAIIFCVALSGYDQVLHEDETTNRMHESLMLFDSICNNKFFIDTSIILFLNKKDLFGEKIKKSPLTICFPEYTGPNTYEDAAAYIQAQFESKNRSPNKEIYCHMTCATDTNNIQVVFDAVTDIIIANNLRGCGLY
Bim-Bcl-B: disrupts Bim peptide binding to human Bcl-B; Q9HD36; bead-based flow cytometry; inhibition, % at 10 µM; hit rate 0.073% among 190,000; AID 951;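 note: 0% = tracer peptide without compound and 100% = reference inhibitor peptide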
Mcl1-Noxa inh: disrupts binding of human Mcl-1 to Noxa peptide | Q07820 | TR-FRET Mcl-1/Noxa peptide binding, 2 h | inhibition, % at 21.7 µM | hit rate 1.5% among 220,000;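 active = compounds that cut the protein-peptide binding signal by more than 50% relative to plate controls in a single-dose test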;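 note: His-tagged Mcl-1 with rhodamine Noxa BH3 peptide and terbium anti-His antibody; 0% = Mcl-1 plus Noxa peptide wells and 100% = peptide-only wells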
Target sequence (Q07820 whole entry, looked up): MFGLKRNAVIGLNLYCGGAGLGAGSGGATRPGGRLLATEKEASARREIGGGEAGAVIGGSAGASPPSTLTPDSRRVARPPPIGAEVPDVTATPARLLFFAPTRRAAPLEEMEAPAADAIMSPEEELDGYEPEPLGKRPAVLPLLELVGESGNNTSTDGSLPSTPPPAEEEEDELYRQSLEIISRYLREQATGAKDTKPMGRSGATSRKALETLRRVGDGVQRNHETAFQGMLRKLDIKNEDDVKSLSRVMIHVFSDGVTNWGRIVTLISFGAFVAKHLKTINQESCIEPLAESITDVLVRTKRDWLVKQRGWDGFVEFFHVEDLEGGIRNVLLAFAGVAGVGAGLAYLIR
Bim-Bcl-XL: human Bim-Bcl-XL interaction inhibition. Bim peptide-Bcl-XL binding, bead flow cytometry, fluorescence. inhibition, % at 10 µM. hit rate 0.04% among 190,000
Target sequence (Q07817 whole entry, looked up): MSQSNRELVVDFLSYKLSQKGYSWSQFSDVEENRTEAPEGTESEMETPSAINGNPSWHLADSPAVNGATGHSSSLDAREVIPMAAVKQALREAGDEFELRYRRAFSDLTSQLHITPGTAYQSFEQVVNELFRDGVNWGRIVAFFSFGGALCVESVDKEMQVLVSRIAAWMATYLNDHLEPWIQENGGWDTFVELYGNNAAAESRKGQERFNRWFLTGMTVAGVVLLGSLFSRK
Mcl1-Bid inh: disrupts binding of human Mcl-1 to Bid peptide; Q07820; TR-FRET Mcl-1/Bid-Dy647 peptide binding, 1536-well; inhibition, % at 21.7 µM; hit rate 0.97% among 220,000;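 active = compounds that cut the binding signal by more than half at the single screening dose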;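 note: His-tagged Mcl-1 with europium anti-His antibody binding Bid BH3 peptide; 0% = Mcl-1 plus peptide wells and 100% = peptide-only wells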
RGS7-Gao reg: human RGS7-Galphao interaction regulation; P09471; Multiplexed bead flow cytometry, RGS7-Galphao binding; actives lie on both sides; binding response (% of control), % at 10 µM; hit rate 0.35% among 220,000; AID 1439; in the data active = binding response below about 49% or above about 150%; inconclusive = no clear call, values can overlap the other calls; inactive = in between;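 note: fluorescent Galphao held in activated GDP-AlF4 state binding bead-coupled RGS7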
Mcl-1 Bim block: disrupts Bim peptide binding to human Mcl-1. Q07820. Bead-based flow cytometry, Bim peptide-Mcl-1 binding. inhibition, % at 10 µM. hit rate 0.1% among 190,000;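 note: 0% = no compound tracer wells and 100% = peptide blocker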
Bim-Bcl-W: inhibitors of Bim-Bcl-W interaction, human | inhibition, % at 10 µM | AID 952 | bead-based flow cytometry, Bim peptide-Bcl-W binding | Q92843 | hit rate 0.02% among 190,000;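 note: 0% = bound tracer without compound and 100% = peptide blocker; higher means less fluorescent Bim peptide bound to Bcl-W beads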
RGS4-Gao reg: modulates binding of RGS4 to human Galphao; binding response (% of control), % at 10 µM; Multiplexed bead flow cytometry; actives lie on both sides; P09471; hit rate 0.33% among 220,000; in the data active = binding response below about 49% or above about 150%; inactive = in between;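 note: fluorescent Galphao activated with aluminum fluoride binding bead-coupled RGS4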
Bcl-2 Bim block: inhibitors of Bim-Bcl-2 interaction, human; Bead-based flow cytometry, Bim peptide-Bcl-2 binding; hit rate 0.06% among 190,000; P10415; inhibition, % at 10 µM; AID 950; in the data active = inhibition above about 40%; inconclusive = no clear call, values can overlap the other calls;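 note: 0% = no compound wells with probe peptide and 100% = reference peptide inhibitor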
Bim-Bfl-1: disrupts Bim binding to human Bfl-1; Q16548; hit rate 0.12% among 190,000; Bead-based flow cytometry, Bim-Bfl-1 binding inhibition; AID 1008; inhibition, % at 10 µM;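 note: 0% = wells without compound plus tracer and 100% = blocker peptide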
The depositor's hits bear a star; u = inconclusive; x = no result given. Cut-off read from the data, not from the text of the source, unless noted: active = inhibition above about 40%.

SMILES	RGS8-Gao reg	Bim-Bcl-B	Mcl1-Noxa inh	Bim-Bcl-XL	Mcl1-Bid inh	RGS7-Gao reg	Mcl-1 Bim block	Bim-Bcl-W	RGS4-Gao reg	Bcl-2 Bim block	Bim-Bfl-1
Cc1ccc(NC(=S)NC(=O)CC2CC(C)(C)OC2=O)cc1 (centres undefined)	102	-6	15	-4	-21	99	0	2	99	-6	-7
COc1ccc(C(=O)NNC2=NC(C)(C)Cc3ccccc32)cc1	105	-5	-2	-7	-33	102	-6	-6	106	-1	-7
CCOc1ccc(NC(=O)CC2SC(N)=NC2=O)c([N+](=O)[O-])c1 (centres undefined)	99	-1	-5	-2	-8	u	2	0	100	-1	2
CCN1CCN(C(=O)c2ccccc2N(C)S(=O)(=O)c2ccc(C)cc2)CC1	99	-2	20	-2	33	98	0	-2	100	0	0
Cc1ccc(C2=[N+]([O-])C(C)N(O)C2(C)C)o1 (centres undefined)	98	-2	-9	-4	-24	98	0	0	101	-1	-2
C=CCNC(=S)Nc1ccc2nc(C)oc2c1	97	0	15	-5	-27	86	-4	-2	93	-1	3
Cc1noc(C)c1C(=O)NCCc1ccc(Cl)cc1	104	-3	4	-2	3	99	0	1	102	-10	-14
Cc1ccc(Cl)cc1NC(=O)N[C@@H](CC(C)C)C(=O)O	102	x	16	x	-1	u	x	x	99	x	x
Cc1ccc2nc(SCC(=O)c3ccc(Cl)s3)[nH]c2c1	104	-12	-14	-12	-17	102	-7	-8	100	-13	-15
O=c1c2cnn(-c3ccccc3)c2ncn1Cc1ccccc1	92	-4	-8	-4	-1	92	-1	-1	95	0	-9
Cc1nccc(-c2cccc(NC(=O)Nc3ccc(Cl)cc3)c2)n1	102	x	2	x	-20	u	x	x	102	x	x
Cc1ccc(-c2noc(=O)n2CC(=O)c2ccc(Cl)cc2)cc1	100	-3	7	-3	-11	99	-1	-2	101	0	-3
N#Cc1nc(Cc2ccccc2)oc1NCc1ccccc1Cl	98	-7	4	-2	-10	99	-6	-4	101	-4	-4
Cc1ccc(S(=O)(=O)CC(O)COc2ccccc2C#N)cc1 (centres undefined)	103	1	-10	0	23	99	4	-2	101	4	-4
CC(=O)c1ccc(N2CCN(S(=O)(=O)c3cccc4nonc34)CC2)cc1	97	x	11	x	-12	u	x	x	93	x	x
COc1ccc(NS(=O)(=O)c2cccc(NC(=O)COc3ccc(OC)cc3)c2)cc1	99	x	12	x	6	u	x	x	99	x	x
COc1ccc(NC(=O)CN(C)S(=O)(=O)c2ccc3c(c2)CCC(=O)N3)c(OC)c1	113	-6	-11	-1	-14	112	-1	0	108	-10	-10
CC(Nc1cc(N2CCN(C(=O)C(C)(C)C)CC2)ccc1[N+](=O)[O-])c1ccccc1 (centres undefined)	99	0	2	-2	-7	99	0	-1	95	0	-3
NC(=O)CSC1=Nc2ccccc2C2=NC(CC(=O)NCc3cccs3)C(=O)N12 (centres undefined)	96	-1	-5	-3	-10	95	-3	-3	99	1	0
Cc1cc(SCC(=O)Nc2cccc(S(=O)(=O)NC3=NCCCCC3)c2)nc2ccccc12	98	x	-41	x	-31	u	x	x	96	x	x
O=C(CCNC(=O)c1ccccc1)NCC1CCCCC1	91	-2	-15	-1	3	101	1	0	100	0	-3
COCc1cc(=O)n2[nH]c(C)nc2n1	97	-10	8	-3	28	93	-6	5	97	-10	-8
C#CCOCCOCCOCCNc1nc(N2CCN(C(=O)C([C@@H](C)CC)n3cc(C(N)CC(C)C)nn3)CC2)nc(N2CCN(C(=O)[C@H](CCC(=O)O)n3cc(C(N)[C@H](C)CC)nn3)CC2)n1 (some centres undefined)	97	-4	37	-4	7	95	-2	-3	98	-1	-4
NS(=O)(=O)c1ccc(NNC(=O)c2sccc2Cl)cc1	100	x	11	x	-21	u	x	x	104	x	x
O=C(O)CCCC(=O)NCCCc1ccccc1	101	-8	7	-3	-9	102	-1	0	100	-8	-13

Other results follow:
SMILES	RGS8-Gao reg	Bim-Bcl-B	Mcl1-Noxa inh	Bim-Bcl-XL	Mcl1-Bid inh	RGS7-Gao reg	Mcl-1 Bim block	Bim-Bcl-W	RGS4-Gao reg	Bcl-2 Bim block	Bim-Bfl-1
CCCC(=O)Nc1ccc(C(=O)n2ccc(C)n2)cc1	101	-4	-6	0	5	95	0	-2	97	1	-4
CCO[C@H]1OC(C(=O)N2CCN(C)CC2)=C[C@@H](C)[C@@H]1CCCO	104	-4	-4	-6	-3	98	-7	-1	97	-7	-5
CCOc1cc(C(=O)OCC(=O)NCc2ccco2)cc(OCC)c1OCC	98	-5	20	0	-54	96	0	2	93	-1	-12
CCOC(=O)Cc1nnc(Nc2ccc(C)cc2C)c2ccccc12	101	-3	-8	-2	-6	103	-1	1	102	0	1
CCNc1ccc(C(=O)N/N=C/c2c(C)nn(-c3ccccc3)c2N2CCCC2)cc1[N+](=O)[O-]	101	-4	4	-5	-15	99	-1	-2	100	0	-11
COc1ccc(CCNC(=O)CSc2ncnc3c2oc2ccccc23)cc1OC	101	0	14	0	-6	99	-1	0	101	-1	-1
COCCCNC(=S)N/N=C/c1ccc(N(C)C)cc1Cl	100	x	12	x	-16	u	x	x	102	x	x
CCOC(=O)C(NC(=O)NC1CCCCC1)(c1ccccc1)C(F)(F)F (centres undefined)	99	2	12	5	-20	100	-2	4	97	3	4
CSc1nc(Oc2ccccc2)c2sccc2n1	101	-15	11	-1	17	97	-2	1	100	-12	-17
COc1ccccc1NC(=S)NC1CC2CCC1C2 (centres undefined)	97	x	7	x	-63	u	x	x	90	x	x
Cc1cc(/C=N/Nc2ncnc(N)c2[N+](=O)[O-])c(C)n1-c1ccccc1	100	x	-7	x	-151	u	x	x	95	x	x
CSc1nnc(-c2cc3ccccc3cc2O)n1C	100	-3	33	0	-22	100	0	0	100	1	2
S=C(NCc1ccccc1)NN1CCOCC1	101	-13	-3	-9	-39	92	-6	-4	98	1	3
CN(C)S(=O)(=O)c1cc(NC(=O)CN2CCOCC2)ccc1Cl	100	-2	-3	-2	-5	102	0	-1	104	2	-5
COC(=O)Cc1[nH]n(-c2nc3ccccc3s2)c(=O)c1C(C)=O	97	-6	34	-7	46	101	0	-2	105	-6	-7
Cc1onc(-c2ccccc2)c1-c1nc2cc(Cl)ccc2c(=O)o1	94	x	8	x	-8	u	x	x	89	x	x
OCC1CCCN(C(=S)Nc2ccc(Nc3ccccc3)cc2)C1 (centres undefined)	101	-22	2	-1	-54	88	0	1	98	4	2
CCCc1ccc(NS(=O)(=O)c2c(C)oc(C)c2C(=O)OC)cc1	101	x	-2	x	-3	u	x	x	98	x	x
CCCCC1(C)NC(=S)N2N1C(=S)NC2(C)CCCC (centres undefined)	103	x	5	x	-13	u	x	x	102	x	x
O=C(Nc1cnccn1)Nc1ccccc1Cl	99	-2	-16	-5	-3	96	-1	-1	101	-2	-4
COc1ccc(-c2c(C#N)sc(C(N)=O)c2-c2ccc(OC)cc2)cc1	104	x	-10	x	5	u	x	x	107	x	x
O=C(CN1CCN(c2ccccn2)CC1)Nc1ccccc1	99	1	8	0	-12	101	3	1	102	3	-2
CSCCC(NC(=O)c1c(C)oc2c1CCCC2)C(=O)O (centres undefined)	100	-6	3	-6	-2	98	-2	0	101	-10	-14
CCOc1ccccc1NC(=O)CCS(=O)(=O)c1cccc2nonc12	102	3	-6	-1	-23	106	0	-2	102	0	0
NC1=NC(=O)C(Cc2ccccc2)S1 (centres undefined)	98	-1	0	-3	-35	97	-2	-1	99	-6	-5

More structures follow:
SMILES	RGS8-Gao reg	Bim-Bcl-B	Mcl1-Noxa inh	Bim-Bcl-XL	Mcl1-Bid inh	RGS7-Gao reg	Mcl-1 Bim block	Bim-Bcl-W	RGS4-Gao reg	Bcl-2 Bim block	Bim-Bfl-1
Cc1c(NC(=O)/C(C#N)=C/c2ccc(-c3ccccc3Cl)o2)c(=O)n(-c2ccccc2)n1C	100	-6	9	-3	4	98	-4	-2	100	-9	-2
CCCOC(=O)C1=C(C)NC2=C(C(=O)CC(C)(C)C2)C1c1cccnc1 (centres undefined)	104	-7	15	-7	-3	99	-5	-3	104	-1	-3
COc1ccc(-n2nnc3c(SCc4ccccc4)ncnc32)cc1	100	0	8	-3	-56	101	0	0	96	-1	0
O=C(CC1NCCNC1=O)OCCCc1ccccc1 (centres undefined)	99	-5	-1	-7	-22	96	1	0	95	-6	-12
CCOC(=O)c1cnc2c(C)c(C)ccc2c1Nc1ccc(S(=O)(=O)Nc2ncccn2)cc1	99	-4	-1	-5	-13	97	0	-1	100	-3	0
CCOC(=O)c1ccc(-n2c(CN3CCOCC3)nc3ccc([N+](=O)[O-])cc3c2=O)cc1	98	0	7	0	-45	u	-3	-4	98	-1	4
O=C1OCC2=C1C(c1ccccc1)CC(=O)N2c1ccc(F)cc1 (centres undefined)	93	-3	31	0	12	87	-14	-4	89	1	0
CCN1CCN(Cc2ccc(NC(=O)c3cc(NC(=O)c4ccno4)cc(OC)c3)cc2C(F)(F)F)CC1	102	x	17	x	-25	u	x	x	102	x	x
O=c1c2ccccc2nc2n1C(CBr)CS2 (centres undefined)	101	-16	6	-5	-33	u	-4	0	102	-2	-2
Cc1nc(-c2ccccc2)sc1C(=O)NN	108	-5	11	0	-30	u	-2	-2	111	0	-5
COc1ccc(OCc2nnc3n2N=C(c2ccc(Br)cc2)CS3)cc1	98	-7	1	1	-10	95	2	2	99	-2	-8
O=C(Nc1ccc2c(c1)OCO2)C1CCN(c2ccc(S(=O)(=O)N3CCOCC3)cc2)CC1	109	-5	11	0	-29	103	-3	0	105	-9	-7
CC(C)C12CCC(C(=O)O)C(C1)C(=O)O2 (centres undefined)	102	1	-7	0	-3	104	-3	2	102	-1	-2
CCN(CC)CCCNC(=O)CCC(=O)Nc1ccc2nc(N3CCC(C)CC3)cc(C)c2c1	98	-3	2	-4	-15	86	-2	-5	93	-4	-3
O=C(C(c1ccccc1)c1ccccc1)N1CCN(Cc2ccc(Br)cc2)CC1	101	-1	10	-1	2	95	-1	-3	96	-2	-2
COc1ccccc1N(CC(O)Cn1c(C)nc2ccccc21)S(=O)(=O)c1ccccc1 (centres undefined)	100	-2	5	0	-25	99	0	0	101	-1	3
O=C(Nn1cnnc1)c1cc(-c2cccc(Br)c2)nc2ccccc12	99	x	-2	x	-106	u	x	x	96	x	x
Cc1ccccc1NC(=O)c1cccc2nc3ccccc3nc12	101	1	15	0	1	93	0	0	91	-2	1
N#Cc1c2c(c(-c3ccccc3)[nH]c1=O)CCCC2	100	-5	-13	-4	-7	102	5	2	96	-6	-9
COCCCNC(=O)C1CCCN(C(=O)Nc2ccc(OC)cc2)C1 (centres undefined)	98	0	-15	-1	-27	101	-1	-1	102	0	0
Cc1ccc(NC(=O)c2ccc(NCc3ccco3)c([N+](=O)[O-])c2)cc1Cl	101	-4	32	2	0	101	12	2	101	1	0

Sorted by formula weight (highest first): part of the list above.
SMILES	RGS8-Gao reg	Bim-Bcl-B	Mcl1-Noxa inh	Bim-Bcl-XL	Mcl1-Bid inh	RGS7-Gao reg	Mcl-1 Bim block	Bim-Bcl-W	RGS4-Gao reg	Bcl-2 Bim block	Bim-Bfl-1
CCN1CCN(Cc2ccc(NC(=O)c3cc(NC(=O)c4ccno4)cc(OC)c3)cc2C(F)(F)F)CC1	102	x	17	x	-25	u	x	x	102	x	x
CCN(CC)CCCNC(=O)CCC(=O)Nc1ccc2nc(N3CCC(C)CC3)cc(C)c2c1	98	-3	2	-4	-15	86	-2	-5	93	-4	-3
COc1ccc(OCc2nnc3n2N=C(c2ccc(Br)cc2)CS3)cc1	98	-7	1	1	-10	95	2	2	99	-2	-8
